Compound activity deposited in PubChem by several laboratories.
NCOA1 inh = inhibitors of human steroid receptor coactivator 1 (SRC1); actives 0.12% (n = 360,000); HEK293 GAL4-SRC1 luciferase reporter, luminescence; AID 588354; inhibition, % at 3.6 µM;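 active = inhibition above the campaign mean plus 3 SD, with each screening campaign given its own cutoff, cut at about 60% in these data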;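 note: 0% = DMSO treated cells and 100% = gossypol at 36 µM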
NOD2 RIPK2 PPI = blocks binding of human NOD2 to RIPK2 | CHO BLA complementation NOD2-RIPK2, CCF4 ratio | actives 0.38% (n = 360,000) | inhibition, % at 4.98 µM; in the data active = inhibition above about 21%;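 note: 0% = vehicle only and 100% = reference blocker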
Target sequence (O43353 whole entry, looked up): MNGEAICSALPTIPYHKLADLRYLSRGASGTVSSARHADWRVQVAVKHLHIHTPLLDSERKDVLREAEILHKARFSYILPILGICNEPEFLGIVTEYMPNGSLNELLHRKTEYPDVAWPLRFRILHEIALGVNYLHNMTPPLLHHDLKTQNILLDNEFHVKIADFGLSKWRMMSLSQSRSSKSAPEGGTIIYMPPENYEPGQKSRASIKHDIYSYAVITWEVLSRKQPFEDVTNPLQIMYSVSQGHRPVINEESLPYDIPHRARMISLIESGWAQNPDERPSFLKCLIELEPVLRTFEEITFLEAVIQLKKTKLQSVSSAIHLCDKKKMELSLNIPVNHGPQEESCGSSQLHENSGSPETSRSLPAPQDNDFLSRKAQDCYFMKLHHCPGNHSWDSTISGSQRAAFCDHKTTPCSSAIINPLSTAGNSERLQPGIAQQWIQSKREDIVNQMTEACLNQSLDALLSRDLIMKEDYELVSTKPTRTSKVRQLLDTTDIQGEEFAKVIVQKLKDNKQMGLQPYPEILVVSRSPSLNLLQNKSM
TLR9-MyD88 block = blocks human TLR9 binding to MyD88; Q9NR96+Q99836; CHO BLA complementation TLR9-MyD88, CCF4 FRET ratio; inhibition, % at 4.98 µM; actives 0.21% (n = 340,000); AID 504734;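 active = inhibition above the mean over all tested compounds plus 3 SD, cut at about 21% in these data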;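 note: 0% = DMSO only wells and 100% = clavulanate BLA inhibitor control wells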
NR5A2 inv ag = NR5A2 inverse agonism in reporter assay. O00482. HEK293T StAR-luciferase reporter, LRH-1 transfected, 24 h. inhibition, % at 3.6 µM. actives 0.13% (n = 360,000). AID 602396;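 active = inhibition above the mean inhibition of all tested compounds plus 3 SD, cut at about 73% in these data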;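 note: 0% = DMSO wells and 100% = reporter-only cells lacking LRH-1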
COUP-TFII inh = blocks human COUP-TFII nuclear receptor; P24468; HEK293T NGFI-A luciferase reporter, luminescence; inhibition, % at 8.6 µM; actives 0.7% (n = 370,000);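 active = inhibition above a per-plate cutoff, mean inhibition of test wells between control levels plus 3 SD, cut at about 38% in these data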;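 note: cells cotransfected with COUP-TFII expression vector driving the NGFI-A reporter; 0% = median of COUP-TF2 test wells and 100% = reporter-only cells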
Target sequence (P24468 whole entry, looked up): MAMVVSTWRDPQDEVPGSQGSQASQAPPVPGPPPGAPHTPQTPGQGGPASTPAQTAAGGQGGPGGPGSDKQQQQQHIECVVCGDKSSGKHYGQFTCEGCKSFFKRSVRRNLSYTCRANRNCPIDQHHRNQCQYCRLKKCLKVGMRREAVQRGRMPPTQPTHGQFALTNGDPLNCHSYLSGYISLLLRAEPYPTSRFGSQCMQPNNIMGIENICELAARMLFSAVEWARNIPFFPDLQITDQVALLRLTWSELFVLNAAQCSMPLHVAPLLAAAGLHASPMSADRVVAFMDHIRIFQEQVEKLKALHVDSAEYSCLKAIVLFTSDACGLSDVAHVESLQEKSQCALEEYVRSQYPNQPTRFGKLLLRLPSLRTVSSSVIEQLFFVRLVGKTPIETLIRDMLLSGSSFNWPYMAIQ
SRC2 inh = human SRC2 (NCOA2) inhibition. Q15596. HEK293 GAL4-SRC2 luciferase reporter, luminescence. inhibition, % at 9 µM. actives 0.17% (n = 370,000). AID 651957;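 active = inhibition above the mean inhibition of all tested compounds plus 3 SD, set per campaign, cut at about 52% in these data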;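 note: 0% = DMSO treated cells and 100% = cells given Gossypol at 36 µM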
TROY signal inh = inhibitors of TROY-dependent NF-kB signaling. Q293 LMP1-TROYcd NF-kB luciferase reporter, 4 h. inhibition, % at 10 µM. actives 0.98% (n = 360,000). AID 1347056;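 active = compounds whose plate-normalised and pattern-corrected inhibition of the luciferase reporter signal at the single screening dose is 50% or more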
NCOA3 inh = inhibitors of human steroid receptor coactivator 3 (SRC3); Q9Y6Q9; HEK293 GAL4-SRC3 luciferase reporter, luminescence; inhibition, % at 3.6 µM; actives 0.17% (n = 360,000); AID 588352;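 active = inhibition above a per-campaign cutoff, the mean of all compounds plus 3 SD, cut at about 60% in these data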;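 note: 0% = DMSO-treated cells and 100% = gossypol-treated cells at 36 µM; higher means less SRC3-driven luciferase light from the GAL4 reporter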
TWEAK Fn14 block = TWEAK-Fn14 signaling inhibition. TWEAK-stimulated Fn14 reporter cells, luciferase luminescence, 8 h. inhibition, % at 10 µM. actives 2% (n = 360,000). AID 1159606; in the data active = inhibition above about 50%
EBV LMP1 NFkB = reduces LMP1-driven NF-kappaB luciferase signal; LMP1-induced NF-kappaB luciferase reporter cells, luminescence; inhibition, % at 12.5 µM; actives 0.69% (n = 350,000); in the data active = inhibition above about 41%;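 note: 0% = neutral control wells and 100% = reference inhibitor control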
TRAIL sens C8 = sensitizes caspase-8 expressing cells to TRAIL | NB7+C8 cells + TRAIL, ATPlite viability luminescence | inhibition (viability loss, TRAIL sensitization), % at 10 µM | actives 1% (n = 360,000);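 active = compounds causing at least 50% loss of cell viability in the single-dose screen, relative to plate controls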
Active calls of the source: *; nt = not tested or not shown. Some of the compounds tested; rates above refer to the full screens.

Value order – COUP-TFII inh	TLR9-MyD88 block	SRC2 inh	NCOA1 inh	EBV LMP1 NFkB	NR5A2 inv ag	NCOA3 inh	NOD2 RIPK2 PPI	TWEAK Fn14 block	TROY signal inh	TRAIL sens C8
- CSc1ccccc1NC(=O)COc1ccc(Cl)cc1
 : -8.5	-8.4	-30.1	4.2	-16.3	-37.9	-2.6	-0.4	-13.3	-58.1	1.3
- O=C(Nc1ccc2c(c1)OCCO2)C1CCN(C(=O)c2ccc(F)cc2)CC1
 : -16.2	2.0	-54.9	-40.4	-42.6	-37.4	-44.6	-4.9	2.6	-37.8	-4.1
- COc1ccc(CC(=O)Nc2c3c(nn2-c2cccc(Cl)c2)CS(=O)(=O)C3)cc1
 : -3.7	-7.2	9.2	14.3	2.5	9.5	16.5	7.2	-2.3	7.2	7.0
- COc1ccccc1/C=C/C(=O)OCC(=O)Nc1ccc2c(c1)OCCO2
 : -19.1	-7.3	-7.8	-9.9	-2.3	-0.2	2.9	8.8	-7.7	-15.1	-17.0
- CCOC(=O)N1CCN(C(c2ccc(C)cc2)c2sc3nc(C)nn3c2O)CC1 (configuration not stated)
 : -0.4	11.8	-6.1	-24.8	-3.1	-5.7	-6.7	3.6	-8.9	-3.0	2.9
- N#Cc1cn(CC(=O)N2CCCC2)c2ccccc12
 : 3.8	-11.0	2.9	-0.8	-0.8	-3.3	-4.7	-11.9	6.1	17.1	-8.3
- CC[C@@]1(C(=O)OC)N[C@H](CN(C)C(=O)c2ccccc2)[C@@H]2C(=O)N(Cc3ccccc3)C(=O)[C@@H]21
 : 3.2	-7.8	-4.4	0.9	4.3	-25.4	9.2	3.5	7.6	7.5	-2.1
- O=C(NCc1cccs1)N[C@@H](Cc1ccccc1)C(=O)O
 : 18.8	-4.0	-11.1	4.4	-14.9	-14.3	13.7	-16.6	-8.4	-10.9	-4.7
- Cc1nn(-c2ccccc2)c(C)c1C(=O)OC(C)C(=O)NC1CCCCC1C (configuration not stated)
 : 38.8*	-2.2	10.9	10.2	9.7	20.6	14.0	0.6	15.4	-8.5	23.7
- O=C(Oc1ccccc1C(=S)N1CCOCC1)c1cccc([N+](=O)[O-])c1
 : 1.4	3.4	-0.7	-8.6	4.3	3.5	-9.8	1.0	2.5	0.2	-13.4
- O=C(C[C@@H]1C/C=C/CC[C@H](Cc2ccc(F)cc2)C(=O)OC[C@@H](Cc2ccccc2)NC1=O)N[C@H](CO)Cc1ccccc1
 : -5.0	6.1	-14.6	-8.2	-143.0	22.9	3.0	10.9	1.2	3.7	76.8*
- COc1cc2c(cc1OC)C(C)=NC1(CCCCC1)C2
 : 25.4	-5.0	4.9	17.6	1.0	-4.9	27.8	-0.7	-14.0	-20.7	8.1
- C=CCNC(=O)/C(C#N)=C/c1ccccc1[N+](=O)[O-]
 : -12.4	-4.1	-12.5	-19.0	2.7	-9.1	-0.9	-5.5	17.6	-11.7	-4.4
- Cc1ccc(S(=O)(=O)NNC(=O)c2ccccc2O)cc1
 : -0.8	1.7	-15.7	-0.9	2.4	16.9	21.6	-18.9	21.0	3.4	25.4
- Fc1cccc(NCc2cn3ccccc3n2)c1
 : -34.0	-1.9	-54.7	-108.5	-39.4	-170.7	-86.7	-6.3	-9.2	-62.4	4.8
- NC(=O)CSc1ncnc2c1oc1ccccc12
 : -9.7	3.5	-17.5	-3.1	5.4	-6.5	-10.1	3.9	6.7	-18.9	-0.4
- COc1cc(C(=O)NCc2ccncc2)cc(Br)c1OCc1ccccc1
 : 26.8	-0.4	36.7	3.8	7.0	-1.1	-2.6	-1.1	47.1	26.9	19.6
- CCCc1cc(=O)[nH]c(SCC(=O)c2cc(C)n(C)c2C)n1
 : 17.3	-12.5	-4.3	12.1	7.4	6.0	11.8	-7.1	-35.8	-47.1	-13.5
- Cc1ccc(C)c(C(=O)n2cnnc2N)c1
 : 18.1	-2.1	-22.3	11.6	33.1	-0.5	-3.0	-8.6	-12.3	-10.8	-6.8
- COc1ccc(-c2ccc(CCC(=O)O)n2-c2ccccc2O)cc1
 : -26.0	2.0	-9.8	-3.1	-2.5	1.9	1.0	2.5	-3.5	-20.2	3.5
- O=C(OCc1ccccc1)N1CCOCCOCCN(C(=O)OCc2ccccc2)CCOCCOCC1
 : 7.0	1.6	0.2	1.9	-7.4	13.3	10.7	12.9	-24.5	-4.6	-11.7
- CN(CCCNC(=O)c1cn(C)c2ccc(S(=O)(=O)N(C)C)cc2c1=O)c1ccccc1
 : 0.7	-6.6	1.0	-4.6	15.2	3.1	5.5	5.0	-25.2	2.4	6.0
- Cn1c(=O)c2[nH]cnc2n(-c2ccccc2)c1=O
 : -11.5	-4.5	-19.4	-6.4	1.0	0.2	8.9	-3.6	3.6	-8.0	0.7
- Cc1cccc(CC(=O)Nc2cc(=O)n(C)c(=O)n2C)c1
 : 14.5	2.2	-2.4	-3.7	1.6	-2.6	0.5	-6.2	4.3	-5.2	-2.3
- COc1ccc(CCn2c(C)c(C(C)=O)c(C(C)=O)c2C)cc1OC
 : 2.6	-2.8	-19.7	-13.5	0.6	-17.0	1.7	-5.7	16.3	-1.8	-6.8
- CCCCNC(=O)CN1C(=O)NC(CCc2ccccc2)C1=O (configuration not stated)
 : -7.5	5.0	-2.3	1.3	-8.9	2.5	-23.7	-4.5	-5.4	5.7	6.5
- Cc1nc(SCC(=O)Nc2cc(C(N)=O)cc(C(N)=O)c2)c2c(C)c(C)sc2n1
 : 0.0	-13.8	-7.4	-12.1	-3.9	12.6	2.5	-8.6	-11.1	7.6	-3.2
- Cc1ccc(S(=O)(=O)N2CCN(Cc3ccsc3)CC2)cc1
 : 2.0	1.8	3.9	4.5	-2.5	-10.1	3.8	-0.2	-12.0	-24.4	-3.8
- NS(=O)(=O)c1ccc(CCNC(=O)c2cc(S(=O)(=O)N3CCCCC3)ccc2Cl)cc1
 : 18.0	1.3	4.1	-11.0	-1.2	4.7	7.1	2.0	-27.9	8.8	0.4
- O=C(NC1CCN(Cc2ccccc2)CC1)c1cc(S(=O)(=O)Nc2ccc(F)cc2)ccc1Cl
 : 28.9	-17.4	-5.3	8.5	14.8	-2.8	21.4	-11.2	0.8	20.7	18.8
- COc1cc(C(=O)Nc2ccc(S(=O)(=O)N(C)c3ccccc3)cc2)cc(OC)c1OC
 : 1.2	4.0	-0.8	-4.8	8.3	1.7	8.4	3.4	16.6	-17.0	18.7
- Cc1ccc(C(=O)NCc2ccccn2)cc1S(=O)(=O)N1CCOCC1
 : -29.9	-2.5	9.8	-11.7	-2.1	-11.5	10.2	0.1	-18.3	-17.8	-1.4
- Cc1cc(C)nc(-n2nc(C)cc2NC(=O)CN2CCC(C)CC2)n1
 : 14.0	-9.6	-7.8	7.8	9.2	11.8	1.2	0.6	-21.2	5.8	-5.0
- O=C(Cc1ccccc1)N1CCN(c2ncccn2)CC1
 : -0.5	-4.7	11.9	-9.7	6.0	-7.5	-3.0	1.3	11.7	10.4	-8.7
- O=C(Cc1csc(Nc2nc(=S)[nH]c3ccccc23)n1)N1CCN(c2cccc(C(F)(F)F)c2)CC1
 : -9.9	-0.6	-10.3	7.6	-28.6	22.4	-2.3	-8.2	17.5	18.5	5.5
- CC(Oc1ccccc1)C(=O)N=Nc1c(O)[nH]c2ccc(Br)cc12 (configuration not stated)
 : 19.3	-5.4	-17.8	3.2	-5.7	1.7	2.8	1.8	15.0	5.8	-11.9
- COc1ccc(CCn2c(-c3ccc(F)cc3)nc3c(c(=O)c4ccccc4n3C)c2=O)cc1OC
 : 5.8	nt	9.9	-24.6	nt	-12.8	15.5	-1.0	-52.4	-22.5	-7.5
- C=CCN(CC=C)C(=O)CN1C(=O)NC(c2ccccc2)(c2ccccc2)C1=O
 : -13.1	-12.1	11.3	8.4	-7.5	-11.7	21.0	3.7	-5.2	-15.3	-14.1
- CC1(C)SC2c3ccccc3C(=O)N2[C@@H]1C(=O)NC1CCCC1 (some centres not stated)
 : 5.7	-6.6	-5.5	7.4	0.6	3.3	0.1	-0.7	-0.6	-5.5	-14.7
- CCn1c(SCC(=O)Nc2nncs2)nnc1C(C)NC(=O)c1ccccc1Br (configuration not stated)
 : -14.7	1.9	-32.7	-19.1	2.4	8.6	1.0	1.1	20.1	0.2	-2.0
- CCOC(=O)C1=C(C)NC(=O)NC1c1ccc(OCC(=O)N2CCCCC2)cc1 (configuration not stated)
 : -1.9	-7.3	-6.5	8.7	-19.9	10.5	2.4	-14.1	-13.3	-9.1	5.1
- N#CCCn1cc(/C=C2\NC(=S)N(c3ccccc3)C2=O)c(-c2ccc(F)cc2)n1
 : 0.2	8.1	13.7	-9.1	8.7	12.5	-3.7	-2.5	-8.0	12.1	-10.8
- C[C@H](NC(=O)Nc1ccccc1F)C(=O)O
 : 7.3	4.4	18.2	-7.0	-0.1	15.1	59.4	-1.7	0.2	-0.4	6.3
- CCCc1nnc(NC(=O)NCCN2C(=O)C3C4C=CC(C4)C3C2=O)s1 (configuration not stated)
 : 9.7	-10.2	-10.5	-5.0	-4.3	-6.8	-10.0	1.4	-26.3	-9.9	-5.2
- COc1ccc(-c2[nH]ncc2CN(CC2CCC(=O)N2)C(C)C)cc1F (configuration not stated)
 : -15.9	-0.1	13.8	-4.9	-3.3	-3.1	2.8	-12.4	1.9	-5.7	9.5
- COC(=O)/C(C#N)=C/c1c(N2CCN(c3cccc(Cl)c3)CC2)nc2c(C)cccn2c1=O
 : 6.8	3.1	-2.6	-26.6	6.9	-0.3	-8.5	6.4	-23.6	18.4	0.8
- Cn1c(COc2ccc(Cl)cc2)nnc1SCc1ncc(-c2ccccc2)o1
 : 11.2	-4.1	-12.0	0.7	-1.2	15.4	3.2	-0.2	10.7	8.1	-4.0
- CCOC(=O)c1cc2c(=O)n3ccccc3nc2n(Cc2ccco2)c1=NC(=O)c1cccnc1
 : -8.9	-6.7	1.6	-14.0	3.7	-6.8	8.7	-5.1	-31.3	-14.4	-3.0
- Cc1cc(C)cc(C(=O)OCC(=O)N2CCCC2)c1
 : -18.6	-2.0	-1.8	-0.4	-8.3	-6.9	-17.8	-6.5	12.2	3.8	-10.3
- CC(C(=O)OCC(=O)c1ccc(F)cc1)N1C(=O)C2C3C=CC(C3)C2C1=O (configuration not stated)
 : -11.2	5.7	-9.7	-2.8	5.1	-1.6	-1.0	-2.4	-19.9	-2.3	-5.6
- Cc1nnc(NC(=O)C2CCN(c3nnnn3-c3ccccc3)CC2)s1
 : 16.5	-5.6	-7.0	10.1	2.7	16.3	21.4	4.9	-4.6	-11.9	18.5
- CC1CN(c2ccccc2)c2nc3c(c(=O)[nH]c(=O)n3C)n2C1 (configuration not stated)
 : 1.2	-0.9	-34.4	2.6	nt	-21.6	-9.1	-0.5	22.9	11.7	6.8
- CCOC(=O)c1ccccc1OC(=O)CS(=O)c1ccccc1[N+](=O)[O-] (configuration not stated)
 : -0.8	2.0	-2.3	-25.2	-1.0	-5.5	6.0	-2.7	-1.6	6.3	6.6
